PRMT1 FP inh = PRMT1 methyltransferase inhibitors, primary screen, biochemical, fluorescence polarization | Protein arginine N-methyltransferase 1 (Homo sapiens), Q99873 | recombinant PRMT1, activity-based probe fluorescence polarization | inhibition, % at 2.79 µM | 1.3% of 370,000 active | AID 652257, 2013;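 active = inhibition above about 21% made by adding two undisclosed values, limit read from the data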
Target sequence (Q99873 whole entry, looked up): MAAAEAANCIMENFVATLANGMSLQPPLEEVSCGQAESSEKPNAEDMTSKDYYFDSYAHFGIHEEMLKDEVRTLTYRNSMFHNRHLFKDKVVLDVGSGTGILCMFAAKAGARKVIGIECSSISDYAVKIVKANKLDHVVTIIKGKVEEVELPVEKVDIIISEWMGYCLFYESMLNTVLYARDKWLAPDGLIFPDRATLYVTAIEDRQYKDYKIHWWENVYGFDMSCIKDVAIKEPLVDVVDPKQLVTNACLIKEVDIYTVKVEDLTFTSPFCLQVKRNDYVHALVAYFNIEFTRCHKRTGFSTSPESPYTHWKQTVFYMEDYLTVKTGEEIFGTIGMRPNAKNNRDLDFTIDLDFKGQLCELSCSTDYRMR
LEDGF integ inh = blockers of LEDGF/p75-dependent integrase strand transfer – biochemical, TR-FRET, high throughput, primary screen; HIV-1 integrase (with human LEDGF/p75); TR-FRET IN-LEDGF/p75 DNA integration, Eu/Cy5; inhibition, % at 3.7 µM; 0.64% of 370,000 active; AID 743269, 2014;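 active = inhibition above the screen-wide mean plus 3 SD, cut at about 13% in these data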;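 also: signal is the Cy5 over europium emission ratio at 671 and 618 nm; 0% = plate median of compound wells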
Tn6 DDE FP = inhibitors of Tn6 peptide binding to fibrin DD(E), primary screen, biochemical, fluorescence polarization, human fibrin, Tn6 probe; Fibrinogen beta chain (Homo sapiens), P02675; inhibition, % at 8.3 µM; Fibrin DD(E) TRITC-Tn6 fluorescence polarization displacement; AID 720509, 2013; 0.21% of 370,000 active;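 active = inhibition above a per-campaign cutoff: mean of compounds within control limits plus 3 SD, cut at about 15% in these data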;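 also: 0% = median of all compound wells on the plate and 100% = blocking peptide control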
KLK7 zymogen act = proKLK7 zymogen activators, primary screen, biochemical, fluorescence intensity | Kallikrein-7 (Homo sapiens), P49862 | purified proKLK7, EDANS-DABCYL substrate fluorescence; 100% is mature enzyme control, 0% vehicle | activation, % at 7 µM | 0.9% of 370,000 active | AID 652039, 2013;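 active = activation above the mean of all tested compounds plus 3 SD, computed per campaign excluding outliers beyond control limits, cut at about 13% in these data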
Target sequence (P49862 whole entry, looked up): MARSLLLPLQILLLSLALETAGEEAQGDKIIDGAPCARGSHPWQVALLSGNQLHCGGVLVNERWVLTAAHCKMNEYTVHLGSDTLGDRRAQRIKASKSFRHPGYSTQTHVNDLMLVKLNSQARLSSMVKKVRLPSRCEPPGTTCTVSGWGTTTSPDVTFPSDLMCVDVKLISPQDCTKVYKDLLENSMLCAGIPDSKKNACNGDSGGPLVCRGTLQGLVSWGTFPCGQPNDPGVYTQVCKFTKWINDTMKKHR
TCR CD3 inh = inhibitors of human TCR-CD3 interaction, primary screen, biochemical, fluorescence, TAMRA-labeled TCR probe | 0.37% of 360,000 active | inhibition, % at 9.4 µM | T-cell receptor (TCR) | AID 651800, 2012; in the data active = inhibition above about 19%;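 also: recombinant mutant TCR 2C K166C tagged with TAMRA read by polarization; 0% = receptor in buffer alone and 100% = receptor with positive control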
UHRF1 binding = UHRF1 methylated DNA binding inhibitors, primary screen, counter-screen for MBD2 inhibitor project, biochemical, TR-FRET, human UHRF1, single concentration | UHRF1 binding to methylated oligo | inhibition, % at 4.4 µM | 0.75% of 370,000 active | AID 687016, 2013; in the data active = inhibition above about 21%;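 also: UHRF1 SRA domain binding a hemimethylated CpG hairpin DNA probe; 0% = median of test compound wells and 100% = reference inhibitor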
TDP2 inh = human TDP2 enzyme inhibitors, primary screen, biochemical, epi absorbance, recombinant enzyme | T5PNP hydrolysis, p-nitrophenol absorbance 415 nm | inhibition, % at 12.8 µM | 0.34% of 370,000 active | AID 720702, 2013;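 active = inhibition above the mean of all tested compounds plus 3 SD, set per campaign, cut at about 25% in these data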;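 also: 0% = DMSO with enzyme and 100% = buffer with substrate but no TDP2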
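test system = human TDP2 enzyme | input = TDP2 enzyme at 120 nM final | medium = 50 mM Tris-HCl pH 7.5 with Mg2+, KCl, DTT, BSA | also added = T5PNP substrate, 5 mM | times = 2 h at 37 °C | technique = epi absorbance | benchmarks = high control without enzyme, low control DMSO plus TDP2 | replication = each compound tested once, singlicate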
MBD2 DNA inh = inhibitors of MBD2 binding to methylated DNA, primary screen, biochemical, TR-FRET, DNA-binding domain, human. 0.31% of 370,000 active. MBD2 binding to methylated oligonucleotide. AID 686964, 2013. inhibition, % at 4.4 µM; in the data active = inhibition above about 13%
Target sequence (Q9UBB5 whole entry, looked up, the tested form may be a part): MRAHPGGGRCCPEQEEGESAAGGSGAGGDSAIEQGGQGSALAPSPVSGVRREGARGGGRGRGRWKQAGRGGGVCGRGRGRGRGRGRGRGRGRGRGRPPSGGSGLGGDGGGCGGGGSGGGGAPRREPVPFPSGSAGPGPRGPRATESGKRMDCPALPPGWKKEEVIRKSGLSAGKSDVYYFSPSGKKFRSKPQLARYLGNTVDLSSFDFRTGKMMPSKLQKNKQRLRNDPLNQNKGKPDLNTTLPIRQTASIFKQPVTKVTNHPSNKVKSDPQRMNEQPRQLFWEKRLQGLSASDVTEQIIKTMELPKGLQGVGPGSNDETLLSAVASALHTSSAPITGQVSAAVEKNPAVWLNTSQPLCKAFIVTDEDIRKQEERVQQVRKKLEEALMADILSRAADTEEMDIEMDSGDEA
Tn7 DDE FP = inhibitors of Tn7 peptide binding to fibrin DD(E), primary screen, biochemical, fluorescence polarization, human fibrin, Tn7 probe; Fibrinogen beta chain (Homo sapiens), P02675; inhibition, % at 8.3 µM; FP displacement of FITC-Tn7 peptide from fibrin DD(E); 0% = median of compound wells per plate; AID 720508, 2013; 0.13% of 370,000 active;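 active = inhibition above the mean of compounds falling within the control limits plus 3 SD of them, cut at about 14% in these data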;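 also: 0% = plate median of compound wells and 100% = 10 µM Aha-Tn7 peptide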
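Assay system: human fibrin DD(E). Input: DD(E) 2 µM final. Medium: Tris buffer with calcium and detergent, pH 7.8. Compound dosing: single point at 8.3 µM. Timing: 10 min plus 3 h, room temperature. Technique: fluorescence polarization of the labelled Tn7 tracer. Read-out: percent inhibition. Replicates: singlicate testing.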
SIAE inh = human SIAE inhibitors, primary screen, biochemical, fluorescence polarization, FP-Rh probe, 1536-well HTS | Sialate O-acetylesterase (Homo sapiens), Q9HAT2 | inhibition, % at 9.66 µM | SIAE FP-Rh probe binding | 0.69% of 370,000 active | AID 1053197, 2014;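 active = inhibition above a cutoff: mean of compounds within the control limits plus 3 SD of those, cut at about 17% in these data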;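 also: 0% = plate median of compound wells and 100% = probe without SIAE protein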
* hit, by the source's call; . = no result given.

The opening four entries as a preview:
SMILES	PRMT1 FP inh	LEDGF integ inh	Tn6 DDE FP	KLK7 zymogen act	TCR CD3 inh	UHRF1 binding	TDP2 inh	MBD2 DNA inh	Tn7 DDE FP	SIAE inh
CN(c1ccc(C(=O)Nc2cccnc2)cc1)S(=O)(=O)c1ccc(Cl)cc1	2	1	2	1.0	-8	1	17	2	-1	-1
CCn1c(C)c(C(C)=O)c(SC)nc1=S	3	-2	2	-0.1	-9	-1	-10	-6	1	5
CCOC(=O)C(NC(=O)C1C(C)N1S(=O)(=O)c1ccc(C)cc1)C(=O)OCC (stereo not drawn)	-1	1	0	-0.1	12	0	4	1	3	-3
O=C(NC(=S)Nc1ccccc1O)c1ccccc1Cl	-2	-1	7	-0.4	23*	0	0	-2	1	-8

All compounds of this part, from the first entry:
SMILES	PRMT1 FP inh	LEDGF integ inh	Tn6 DDE FP	KLK7 zymogen act	TCR CD3 inh	UHRF1 binding	TDP2 inh	MBD2 DNA inh	Tn7 DDE FP	SIAE inh
CN(c1ccc(C(=O)Nc2cccnc2)cc1)S(=O)(=O)c1ccc(Cl)cc1	2	1	2	1.0	-8	1	17	2	-1	-1
CCn1c(C)c(C(C)=O)c(SC)nc1=S	3	-2	2	-0.1	-9	-1	-10	-6	1	5
CCOC(=O)C(NC(=O)C1C(C)N1S(=O)(=O)c1ccc(C)cc1)C(=O)OCC (stereo not drawn)	-1	1	0	-0.1	12	0	4	1	3	-3
O=C(NC(=S)Nc1ccccc1O)c1ccccc1Cl	-2	-1	7	-0.4	23*	0	0	-2	1	-8
CCc1ccc(CN(C)C(=O)CCc2nc3ccccc3n(-c3ccc(OC)cc3)c2=O)cc1	-4	6	-8	0.3	-3	-2	-11	1	-1	-8
COc1ccc(C(O)c2ncc(-c3ccccc3C)[nH]2)cc1F (stereo not drawn)	-9	6	0	0.5	0	-2	-7	-2	-4	7
CCOC(=O)N/N=C/c1cccnc1	-2	5	0	0.2	2	-2	10	4	-1	-1
Cn1c(CNC(=O)C(C)(C)C)nc2ccccc21	-2	1	-1	-0.6	4	1	-1	-3	1	-8
CCc1cc(=O)oc2cc(C)cc(OC(C)C(=O)NCc3cccnc3)c12 (stereo not drawn)	4	-3	5	5.9	0	1	0	0	1	3
COc1cc([N+](=O)[O-])ccc1NC(=O)COC(=O)c1n[nH]c2ccccc12	-3	0	-6	-0.3	3	-4	3	-3	8	-15
Cc1ccc(CNC(=O)c2cn(C)c3ccc(S(=O)(=O)N4CCOCC4)cc3c2=O)cc1	2	-1	2	-0.5	7	-1	-4	-4	3	1
O=C(Nc1ccccc1C(=O)O)c1ccc2ccccc2n1	0	2	-1	0.4	5	0	2	-1	0	3
Cc1ccc(C[n+]2ccccc2)cc1	1	-1	-8	0.0	0	-2	14	2	-1	-7
Cc1c(OCC(F)(F)F)ccnc1CS(=O)c1nc2ccccc2[nH]1 (stereo not drawn)	28*	-2	-2	-0.3	6	-1	-5	-4	-5	6
COc1ccc(C(C(=O)NC2CCCC2)N(C(=O)c2ccoc2C)c2ccc(C)c(C)c2)cc1 (stereo not drawn)	-1	1	1	0.6	2	-2	2	6	0	2
Cc1ccc(Cn2nc(C)c(NC(=O)CSc3n[nH]c(C)c3[N+](=O)[O-])c2C)cc1	-1	-1	10	-0.2	2	-2	2	-1	-9	9
COc1ccc(C(=O)Nc2ccc(C(=O)N3CCOCC3)cc2)cc1OC	-3	-4	0	-0.2	4	0	0	1	2	-6
CN(C)c1ccc(C2CC(=O)C=C(Nc3ccccc3N)C2)cc1 (stereo not drawn)	-4	-1	2	-0.1	4	-2	-5	0	5	14
O=C(NCc1ccccn1)c1n[nH]c(=O)c2ccccc12	-3	2	6	0.3	3	1	-4	0	3	1
O=C(Nc1c(-c2ccccc2)nc2ccccn12)c1ccccc1F	-1	0	9	0.5	0	-4	-1	-6	1	3
COc1ccccc1OCCNC(=O)c1ccccc1OCc1c(C)noc1C	-3	2	5	-0.3	0	0	2	-4	-2	-8
Cn1cccc1C(=S)N1CCOCC1	4	0	-2	0.7	-2	-2	-1	0	0	4
NC(=S)N/N=C/c1ccc(-c2ccc(SC(F)F)cc2)o1	12	3	-3	-4.0	-10	-6	5	-8	3	11
CCOC(=O)c1oc2ccccc2c1CSc1nnnn1-c1ccc(C)cc1	0	2	-2	-0.4	7	-1	-11	1	-9	-1
CCC(C)Nc1nnnc2c1sc1nc3c(cc12)COC(C)(C)C3 (stereo not drawn)	-2	1	9	0.3	7	-1	2	0	7	9
The list continues.
SMILES	PRMT1 FP inh	LEDGF integ inh	Tn6 DDE FP	KLK7 zymogen act	TCR CD3 inh	UHRF1 binding	TDP2 inh	MBD2 DNA inh	Tn7 DDE FP	SIAE inh
CCCCOc1ccc(/C=C/C(=O)NC2=Nc3ccccc3NC(C)=C2C(=O)OCC)cc1OC	-1	0	-4	-0.5	3	1	8	-4	-3	-6
Fc1ccc(-c2csc(-c3ccncc3)n2)cc1	3	-2	-7	11	0	1	3	8	0	-2
Cc1ccc(NC(=O)CC2C(=O)N(Cc3ccccc3)C(=S)N2NC(=O)c2cccc(F)c2)c(C)c1 (stereo not drawn)	4	-2	-4	0.2	-8	2	6	2	8	-6
Nc1cccc(C#Cc2ccc3c(=O)c4ccccc4oc3c2)c1	1	-2	3	0.4	-8	-5	-4	-1	3	2
CCc1nnc(NC(=O)c2cc(S(=O)(=O)N(CC)CC)ccc2Cl)s1	-1	-2	-1	-0.6	3	2	4	-2	1	-2
Cc1ccc(C)c(SCC(=O)Nc2ccc(C)c(S(=O)(=O)N3CCOCC3)c2)c1	0	-1	-4	0.7	4	-3	2	1	-2	-8
COc1cc(S(=O)(=O)NC2CCCCC2)ccc1Cl	0	-1	-4	0.3	-7	3	-2	3	4	0
COc1cc(-c2noc(-c3ccco3)n2)cc(OC)c1OC	3	6	0	-0.1	-7	6	1	0	1	-6
Nc1c2c(nn1-c1ccccc1)CCC2	-1	0	-1	0.2	4	-2	4	-2	4	0
Cc1ccc(OCC(=O)Nc2ccc(-c3nc4ncccc4o3)cc2)c(C)c1	1	-8	4	-6.0	4	-1	-5	0	2	-42
Cc1c(CCC(=O)NCCCN2CCCC2=O)c(=O)oc2c(C)c(O)ccc12	-1	-3	5	79*	-1	0	7	5	-11	1
COc1ccc(C(=O)/C=C/Nc2ccccn2)c(OC)c1	0	8	-5	3.1	7	1	-25	1	2	-10
c1ccc(Nc2nc(CSc3ncn[nH]3)cs2)cc1	-2	1	-8	-0.5	5	-3	-2	-5	-1	6
CCC(SC1=NCCS1)C(=O)Nc1nnc(-c2ccccc2OC)s1 (stereo not drawn)	5	1	-8	-0.6	-1	-2	2	2	1	-29
O=C(c1ccc(Cl)cc1)N1CCc2c([nH]c3ccccc23)C1C(F)(F)F (stereo not drawn)	-4	0	-8	0.7	1	-2	4	-2	4	-5
CCC(=O)N1CCCC1(C)C(=O)Nc1ccc(C)c(C)c1 (stereo not drawn)	-1	0	5	-0.5	4	0	-11	2	-2	-3
O=c1c2ccccc2cnn1Cc1n[nH]c(=S)n1-c1ccccc1F	-5	4	-1	-0.3	3	-2	0	-4	1	2
O=C(NC1CCSC1=O)C1CC(=O)N(c2ccc(F)cc2)C1 (stereo not drawn)	-2	2	-4	-0.4	9	0	11	-7	2	1
COc1cccc(/C=C2\CC3(OC(=O)c4ccco4)CCCN2C3)c1 (stereo not drawn)	-1	-3	-6	-0.8	.	0	0	3	-3	-27
CCCCN1C(=O)C(=O)N(CC(=O)N2CCc3ccccc32)C1=O	1	-4	0	-0.8	-4	-2	-3	-4	7	-1
CCSc1nnc(NC(=O)c2cccc(S(=O)(=O)N(C)c3ccccc3)c2)s1	-1	5	-4	-0.3	-11	8	-18	5	-9	-5
CC1=C(C(=O)OCC(C)C)C(c2cccc(F)c2)N2C(=O)C(C)SC2=N1 (stereo not drawn)	3	-4	3	-0.8	7	0	-15	-1	1	-1
C[C@H]1C(=O)CC[C@@]23CCCN2C(=O)CCC[C@@H]13	6	2	-2	.	.	2	-2	5	-2	6
COc1cccc(CN2C(=O)NC3(CCCCCC3)C2=O)c1	3	-4	-4	0.8	-1	1	-5	0	-4	-3
CN(CC(=O)N1CCCCC1)S(=O)(=O)c1ccc(Cl)cc1	6	1	1	0.0	-5	0	-4	-5	-2	0
Later entries:
SMILES	PRMT1 FP inh	LEDGF integ inh	Tn6 DDE FP	KLK7 zymogen act	TCR CD3 inh	UHRF1 binding	TDP2 inh	MBD2 DNA inh	Tn7 DDE FP	SIAE inh
CCOc1ccc(OCCCC(=O)N2CCN(S(=O)(=O)c3ccccc3C#N)CC2)cc1	4	2	-13	-0.2	-9	4	-15	-2	3	-3
CCCCCOC(=O)Cn1c(=O)c2c(nc(N3CCOCC3)n2C)n(C)c1=O	-1	-1	10	-0.5	1	-1	-14	6	4	14
O/N=C/c1cn(-c2ccccc2)nc1-c1cccnc1	-1	-1	2	-0.1	-1	-4	8	0	-3	3
Cc1cc(C)cc(NC(=O)c2nccnc2C(=O)O)c1	9	0	0	0.1	1	1	14	3	-7	2
COc1ccccc1N1CCN(C(=O)c2ccc(CN3CCOCC3)cc2)CC1	-5	-8	7	1.0	5	3	1	-4	-8	3
O=C(Nc1ccc2c(c1)C(=O)NC2=O)c1cccc(C(F)(F)F)c1	-5	4	-5	-33	2	21*	3	7	1	-5
COc1ccc(C(=O)C2CC2c2ccc3c(c2)OCO3)cc1 (stereo not drawn)	1	0	0	-0.2	-3	0	1	0	-11	1
O=c1ccc2cc(S(=O)(=O)NCc3ccccc3)ccc2[nH]1	7	-1	2	-0.7	-9	1	3	4	11	-3
Cc1ccc(C)c(Nc2c([N+](=O)[O-])ccc3nonc23)c1	-1	-1	1	0.1	-3	-1	-7	6	-6	3
Cc1cc(OCC(O)CN2CCN(CCO)CC2)ccc1C(C)C (stereo not drawn)	3	2	-9	-0.5	-4	10	14	7	-3	-6
OC[C@@H]1CN(CCN2CCOCC2)C[C@H](n2cnc3c(NC4CCCC4)ncnc32)O1	-4	0	6	0.1	3	-1	5	-6	3	1
CCOC(=O)c1sc2ccc(S(=O)(=O)N3CCCCC3)cc2c1N	1	-2	-2	-7.2	4	-2	-5	-3	1	21*

Assay outcomes deposited in PubChem by The Scripps Research Institute Molecular Screening Center.
